TRPML3 ag: human mucolipin-3 channel agonism | 220,000 tested, 0.29% active | activation, % at 3 µM | Q8TDD5 | HEK293 TRPML3-YFP, Fluo-8 calcium fluorescence; 100% = the carbachol control signal;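 active = activation above its plate's cutoff, the mean activation of the plate's test wells plus 3 SD, cut at about 12% in these data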;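 also: 0% = DMSO only wells and 100% = carbachol wells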
Target sequence (Q8TDD5 whole entry, looked up): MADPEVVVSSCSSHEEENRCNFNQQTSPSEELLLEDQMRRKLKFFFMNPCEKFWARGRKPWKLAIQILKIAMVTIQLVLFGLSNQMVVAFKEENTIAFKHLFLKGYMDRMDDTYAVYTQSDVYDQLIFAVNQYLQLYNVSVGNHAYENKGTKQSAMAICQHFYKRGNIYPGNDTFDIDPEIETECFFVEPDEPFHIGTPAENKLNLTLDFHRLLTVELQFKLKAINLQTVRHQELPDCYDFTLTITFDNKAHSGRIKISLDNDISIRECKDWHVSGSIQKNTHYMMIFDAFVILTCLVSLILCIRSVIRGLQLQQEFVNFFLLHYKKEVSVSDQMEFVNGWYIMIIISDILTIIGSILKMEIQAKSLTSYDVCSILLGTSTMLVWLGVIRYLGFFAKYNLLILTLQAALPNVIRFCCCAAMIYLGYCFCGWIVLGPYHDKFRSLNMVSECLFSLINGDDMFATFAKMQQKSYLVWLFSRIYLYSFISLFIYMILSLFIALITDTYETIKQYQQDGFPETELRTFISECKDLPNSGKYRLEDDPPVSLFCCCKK
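Test system: TRPML3-YFP stable HEK293 cells. Doses: single point at 3 µM. Incubation: dye loading 1 h 37 °C then 30 min ambient, 125 s read. Signal: Fluo-8 calcium dye fluorescence, ex 470-495, em 515-575 nm. Measure: percent activation from peak-to-basal fluorescence ratio, scaled between DMSO and carbachol.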
BaF3 parental: reduces parental Ba/F3 cell viability, JAK2V617F counter-screen; CellTiter-Glo ATP luminescence; inhibition, % at 5.6 µM; 220,000 tested, 1.1% active; AID 1486;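 active = inhibition above a per-campaign cutoff, the mean inhibition of all tested compounds plus 3 SD, cut at about 27% in these data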;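 also: 0% = DMSO wells and 100% = JAK Inhibitor I control wells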
Ba/F3 V617F tox: reduce viability of Ba/F3 cells dependent on JAK2V617F. Ba/F3 EpoR-JAK2V617F viability, ATP luminescence. inhibition, % at 5.6 µM. 220,000 tested, 1.1% active;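 active = inhibition above the campaign mean plus 3 SD over all tested compounds, cut at about 24% in these data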;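 also: cytokine-independent growth of Ba/F3 cells driven by EpoR plus mutant JAK2; 0% = DMSO-treated cells and 100% = JAK inhibitor I control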
EP2 modulator: EP2 receptor (human) modulation; 260,000 tested, 0.83% active; EP2-expressing cells, cAMP HTRF FRET, PGE2 co-stimulation; AID 940; induction, % at 25 µM; P43116;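 active = compounds whose cAMP rise, as percent of the full-agonist control response, exceeds 60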;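 also: rat C6 glioma line stably carrying human EP2 under a CMV promoter; the protocol text gives 20 µM as final concentration; 100% = response of wells given 1 µM PGE2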
Calpain2 inh: calpain II (pig) inhibition. AID 1236. 220,000 tested, 0.37% active. inhibition, % at 16 µM. purified calpain II, fluorogenic peptide substrate, 30 min;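 active = inhibition above about 50%, limit read from the data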
zfTRPN1 agonist: zebrafish TRPN1 (NompC) channel agonism | HEK293 zebrafish TRPN1-YFP, Fluo-8 calcium fluorescence; 100% = response to 87 µM carbachol | activation, % at 3 µM | 220,000 tested, 0.18% active | AID 1424;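 active = activation above its plate's cutoff, the mean activation of test wells on that plate plus 3 SD, cut at about 19% in these data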;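 also: 0% = DMSO alone and 100% = 87 µM carbachol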
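Control set: carbachol 87 µM as high control, DMSO as low control; system: HEK293 stable line with zebrafish TRPN1-YFP; read-out: % activation versus carbachol response; detection: intracellular calcium fluorescence with Fluo-8; doses: single test compound dose, 3 µM nominal, 0.3% DMSO; schedule: dye 1 h 37 °C plus 30 min RT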
PERK inhibitor: inhibitors of human PERK kinase; Q9NZJ5; CHO PERK-DD fusion, SEAP luminescence translation reporter; inhibition, % at 5.6 µM; 220,000 tested, 0.17% active; AID 1416;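 active = inhibition above the mean inhibition of all tested compounds plus 3 SD, set separately per screening campaign, cut at about 2.9% in these data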;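 also: PERK kinase domain activated by AP20187 dimerizer at 100 nM; 0% = DMSO with dimerizer and 100% = rapamycin at 8.4 µM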
S1P4 agonist: agonists of human S1P4 receptor; activation, % at 4.98 µM; O95977; 220,000 tested, 0.35% active; S1P4-expressing cell line, agonist reporter assay; in the data active = activation above about 11%;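 also: 0% = DMSO vehicle and 100% = reference agonist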
Target sequence (O95977 whole entry, looked up): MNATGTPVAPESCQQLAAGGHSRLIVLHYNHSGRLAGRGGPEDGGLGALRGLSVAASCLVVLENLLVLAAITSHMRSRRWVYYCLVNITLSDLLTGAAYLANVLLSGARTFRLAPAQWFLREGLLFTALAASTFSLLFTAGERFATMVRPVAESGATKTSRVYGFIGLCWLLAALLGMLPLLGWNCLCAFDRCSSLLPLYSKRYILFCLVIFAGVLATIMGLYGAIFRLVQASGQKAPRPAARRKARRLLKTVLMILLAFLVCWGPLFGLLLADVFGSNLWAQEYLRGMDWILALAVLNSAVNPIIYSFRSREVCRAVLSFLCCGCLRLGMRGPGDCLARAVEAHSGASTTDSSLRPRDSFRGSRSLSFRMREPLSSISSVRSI
S1P4 antagonist: antagonists of human S1P4 receptor; S1P4-expressing cells, antagonist mode, reporter read-out; inhibition, % at 4.98 µM; O95977; 220,000 tested, 0.26% active; in the data active = inhibition above about 29%;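 also: 0% = wells stimulated with agonist and 100% = vehicle wells without agonist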
Numbers without * were called inactive; & = joins results of further samples.

molecule	TRPML3 ag	BaF3 parental	Ba/F3 V617F tox	EP2 modulator	Calpain2 inh	zfTRPN1 agonist	PERK inhibitor	S1P4 agonist	S1P4 antagonist
CC1(C)CC(=O)C2=C(C1)N(Cc1ccc(F)cc1)C(=O)C2(NC(=O)c1cccnc1)C(F)(F)F (stereo not given)	0.0	1.4	0.4	20.3	22.1	-0.6	-1.5	-3.4	-17.2
COc1ccccc1N1CCN(C(CNS(=O)(=O)c2ccccc2)c2cccnc2)CC1 (stereo not given)	-0.7	5.0	4.4	-4.3	6.0	-1.5	-1.4	1.7	-1.1
CC1CCN(C(=O)c2cc3nc(C4CC4)cc(C(F)(F)F)n3n2)CC1	0.2	3.3	-2.2	-27.1&27.1	24.1	-1.3	-0.6	0.2	-20.8
O=C(c1cc([N+](=O)[O-])cc([N+](=O)[O-])c1)N(c1ccccn1)c1ccccn1	-0.6	3.9	1.8	26.6	11.1	1.0	0.0	-2.0	-1.9
COCCOC(=O)c1c(NC(=O)CNC2CCCc3ccccc32)sc(C(N)=O)c1C (stereo not given)	0.9	-0.2	-2.9	24.6	-11.0	-0.7	0.0	-0.5	-22.4
CC(C)Cc1ccc(C#N)c(SCC(N)=O)n1	-0.6	4.6	-0.8	5.0	3.9	-0.2	-0.5	0.4	-43.9
COC(=O)C1CCN(c2nc3ccccc3nc2C(C#N)C(=O)OCC(C)C)CC1 (stereo not given)	-0.3	5.2	4.4	27.5	-60.5	0.4	0.1	-2.5	-10.4
N=c1ccn(Cc2ccc(Cl)cc2)cc1	0.9	67.6*	91.8*	-8.0	-7.5	1.8	0.7	0.0	-0.6
O=C(/C=C/c1cccs1)Nc1ccc(Br)cn1	-0.4	71.3*	73.6*	-10.8	10.7	-0.7	0.0	0.2	5.2
C=CCOc1ccnc(-c2ccccc2)n1	-0.3	-1.5	2.1	1.1	-9.3	-0.3	0.6	0.8	-14.7
COc1ccc(S(=O)(=O)Nc2ccc3cn[nH]c3c2)cc1C	0.1	3.6	0.8	-36.9	-13.3	1.8	-0.1	2.3	-6.5
COc1ccc(/C=C/C(=O)C2(O)CCCCC2)cc1	-0.2	-3.3	-0.1	-26.2	8.4	0.2	-0.2	-1.8	-10.2
COC(=O)N/N=C/c1cn(CCOc2ccccc2)c2ccccc12	0.1	0.8	-4.0	-25.0	9.1	1.4	0.4	0.4	-17.0
Cc1cc(C)nc(N/N=C/c2cc3c(cc2[N+](=O)[O-])OCO3)n1	0.6	-2.5	-5.5	-17.8	-17.3	1.5	1.8	0.3	-1.6
CC1(C)C(c2ccccc2)=NC(c2ccc(Br)cc2)N1O (stereo not given)	0.3	5.9	-3.9	40.3	3.5	0.4	0.5	3.9	-11.7
CNC(=O)CNC(=O)Nc1ccc(Cl)c(Cl)c1	1.2	5.2	-4.1	-5.7	-12.3	1.2	0.5	0.1	4.8
CCS(=O)(=O)c1ccc(-c2csc(-c3ccccc3)n2)c(Cl)c1Cl	0.2	-0.4	-1.3	11.2	8.1	-0.3	-0.1	-0.2	-28.9
N#Cc1c(C(F)(F)F)cc(-c2cccs2)nc1SCC(=O)O	0.6	-0.3	-2.6	-14.0	15.8	3.0	-0.3	-0.4	2.1
O=C(Nc1nnc(C2=COCCO2)o1)c1ccc(Cc2ccccc2)cc1	-0.1	9.5	-3.2	0.7	-49.3	0.7	0.5	0.7	-8.5
COc1ccc2c(c1)[N+](C)(C)C(C)(C)C=C2C	1.2	46.7*	26.1*	-6.2	6.3	1.6	-0.2	-0.6	-6.5
Cn1c(=O)n(C)c2cc(NC(=O)CSc3nnc(-c4ccccc4O)n3-c3ccccc3)ccc21	-0.5	8.9	1.6	29.4	-243.3	1.7	-1.4	-0.3	-20.1
Cc1nn(-c2ccccc2)c2c1C(O)n1c(nc3ccccc31)S2 (stereo not given)	0.2	0.3	-0.8	-15.5	26.0	4.4	-0.3	-1.9	-4.0
O=C(Cc1ccccc1[N+](=O)[O-])NCCC1=CCCCC1	0.0	2.5	4.1	-2.0	-1.9	-1.4	0.1	0.3	1.6
COc1ccc(-c2[nH]ncc2CN2CCC(OCc3ccccn3)CC2)c(F)c1	0.7	5.6	-3.0	-18.5	-11.8	-0.6	-1.6	0.7	-1.4
Cc1[nH]nc(SCC(=O)NCc2ccc(F)cc2)c1[N+](=O)[O-]	-0.4	7.6	4.7	2.1	30.4	1.9	-0.3	-2.2	-10.2
CCCCn1c(Cc2ccccc2)nnc1SCC(=O)Nc1cc(C)on1	0.1	1.6	-0.4	32.2	-11.1	-0.2	0.3	1.3	-14.6
CC1C(C#N)=C(SCC(N)=O)NC2=C1C(=O)CC(C)(C)C2 (stereo not given)	0.8	3.7	0.6	19.1	-146.2	0.5	2.4	-0.7	2.5
COc1ccccc1NC(=O)CCC(=O)OCc1ccc(Br)cc1	-0.3	0.6	1.4	-5.0	12.0	-0.4	1.0	-0.9	-2.7
Cc1ccc2c(c1)N(CC(=O)OCC(=O)NCc1ccccc1)C(=O)CO2	-0.6	0.3	1.7	-25.5	29.4	0.0	-0.5	2.6	-12.6
CCOc1ccc(C(=O)N2CCN(C(=O)c3ccco3)CC2)cc1OCC	0.2	5.0	-0.8	1.5	-22.3	2.4	0.8	-1.4	0.2
COc1ccc(CSc2nncn2C)cc1F	0.4	-0.1	-3.7	6.3	-22.4	1.8	1.0	0.8	-4.6
CC(=O)c1cn(CC(=O)Nc2ccc(C)cc2C)c2ccccc12	1.2	38.8*	25.2*	-12.7	-21.7	2.6	0.1	-1.0	-25.5
COC(=O)CCNC(=O)c1ccc2[nH]c(C)c(C)c2c1	0.1	3.3	4.3	-43.9	6.0	1.6	-0.5	-1.4	-12.3
COc1cccc(-c2csc(N3CCN(C(=O)C4CCCCC4)CC3)n2)c1	0.0	6.2	2.0	-5.4	11.9	1.1	-1.0	1.1	-14.6
COc1ccc(F)cc1CN1CCN(c2ncnc3scc(-c4ccccc4)c23)CC1	0.1	0.0	-1.3	14.5	33.9	-1.3	-0.4	0.8	16.0
CCO[C@H]1OC(C(=O)Nc2ccccc2)=C[C@@H](c2csc3ccccc23)[C@@H]1CCCO	0.0	8.9	4.6	-0.6	16.0	1.3	-1.0	-2.3	20.1
CCOc1ncccc1C(=O)OCc1cc(=O)oc2c(C)c(C)ccc12	0.6	2.4	-2.8	20.8	-30.9	0.5	0.3	1.3	-12.7
COCCCNC(=O)c1sc2ncnc(N3CCc4ccccc4C3)c2c1C	-0.3	4.7	-2.3	-39.8	5.0	0.6	0.9	-2.3	-15.9
CCCCNC(=S)N1CCn2cccc2C1c1ccccc1 (stereo not given)	0.6	1.3	3.5	3.4	37.3	1.2	-0.2	-0.2	-16.7
CC(=O)Nc1ccccc1C(=O)N1CC2(C)CC1CC(C)(C)C2 (stereo not given)	-0.4	1.9	3.6	6.4	-18.7	0.8	0.7	1.1	-8.1
Cc1cccc2cc(C#N)c(NCCNC(=O)NC3CCCCC3)nc12	0.6	-0.9	4.4	-0.6	-78.8	0.3	-0.7	-0.6	0.4
Cc1cc(NC(=O)COC(=O)C2CCCN2C(=O)c2cccs2)no1 (stereo not given)	-0.5	4.4	2.4	9.7	-13.3	0.4	1.3	-1.2	-1.4
Cn1cccc1Cc1nnc(SCC(=O)N2CCOCC2)n1-c1ccc(F)cc1	0.8	1.4	-1.6	8.4	-15.9	-0.8	0.6	1.9	-15.7
CCCCOc1ccc([N+](=O)[O-])cc1C(=O)O	1.0	1.0	3.6	21.7	23.9	0.1	0.0	-1.6	-6.8
Cn1cnc([N+](=O)[O-])c1Oc1cccc2ccccc12	-0.5	9.3	-1.9	-12.1	-39.2	-1.6	1.0	-0.6	-21.5
CC(=O)Nc1ccc(SCC(=O)c2cc(C)n(-c3ccccc3F)c2C)cc1	0.4	7.3	0.9	34.2	8.4	3.1	0.1	-0.3	-7.2
CCc1nn2c(=O)cc(CSc3nc(C)cc(=O)[nH]3)nc2s1	0.8	5.4	-0.2	-10.5	-5.6	-0.2	-0.8	1.0	-8.2
Cc1cc(C)c2nc3c(c(C(=O)O)c2c1)CCC3	0.4	-1.0	-4.6	16.9	-18.9	1.1	1.1	0.3	-13.8
Cc1ccc(S(=O)(=O)/N=C2/C=C(Sc3ncn[nH]3)C(=O)c3ccccc32)cc1	2.0	72.0*	73.1*	-69.7	-18.0	3.1	0.6	5.8	-6.5
C/C(CC(C)C)=N\Oc1nc(C)cc(C)n1	-0.3	0.7	-2.2	8.0	3.2	0.8	1.6	2.3	-24.5

Next section
molecule	TRPML3 ag	BaF3 parental	Ba/F3 V617F tox	EP2 modulator	Calpain2 inh	zfTRPN1 agonist	PERK inhibitor	S1P4 agonist	S1P4 antagonist
COC(=O)C1CCN(C(=O)c2cc3ccccc3oc2=O)CC1	0.8	2.8	-0.9	6.1	-32.1	-0.2	0.3	-0.5	-2.5
COc1ccc(NC(=O)NC(=O)c2cc(OCC(F)(F)F)ccc2OCC(F)(F)F)cc1	1.6	4.6	-0.9	-30.3	30.6	2.2	-0.5	1.9	14.2
CCOc1ncccc1C(=O)OCC(=O)N1CCN(S(=O)(=O)c2ccc(Cl)cc2)CC1	-0.1	1.4	-2.2	-17.6	14.0	-1.5	0.1	0.2	0.1
O=C(CN1CCN(S(=O)(=O)c2ccc(Cl)cc2)CC1)NC(=O)NC1CCCCC1	1.3	6.1	-0.1	-9.8	-7.4	-0.3	-1.7	0.2	0.6
COCCCNC(=O)Cc1coc2ccc3ccccc3c12	0.6	9.4	3.1	1.7	-84.6	-0.8	-0.3	-2.5	3.5
O=C(NC(=S)Nc1ccc2c(c1)OCCO2)c1cccc(Br)c1	1.2	6.3	6.1	-94.7	40.6	0.6	-0.6	-0.3	-16.1

Part of the list above, with each value named.
> COC(=O)C1CCN(C(=O)c2cc3ccccc3oc2=O)CC1
  TRPML3 ag: 0.8
  BaF3 parental: 2.8
  Ba/F3 V617F tox: -0.9
  EP2 modulator: 6.1
  Calpain2 inh: -32.1
  zfTRPN1 agonist: -0.2
  PERK inhibitor: 0.3
  S1P4 agonist: -0.5
  S1P4 antagonist: -2.5
> COc1ccc(NC(=O)NC(=O)c2cc(OCC(F)(F)F)ccc2OCC(F)(F)F)cc1
  TRPML3 ag: 1.6
  BaF3 parental: 4.6
  Ba/F3 V617F tox: -0.9
  EP2 modulator: -30.3
  Calpain2 inh: 30.6
  zfTRPN1 agonist: 2.2
  PERK inhibitor: -0.5
  S1P4 agonist: 1.9
  S1P4 antagonist: 14.2
> O=C(NC(=S)Nc1ccc2c(c1)OCCO2)c1cccc(Br)c1
  TRPML3 ag: 1.2
  BaF3 parental: 6.3
  Ba/F3 V617F tox: 6.1
  EP2 modulator: -94.7
  Calpain2 inh: 40.6
  zfTRPN1 agonist: 0.6
  PERK inhibitor: -0.6
  S1P4 agonist: -0.3
  S1P4 antagonist: -16.1
> CCOc1ncccc1C(=O)OCC(=O)N1CCN(S(=O)(=O)c2ccc(Cl)cc2)CC1
  TRPML3 ag: -0.1
  BaF3 parental: 1.4
  Ba/F3 V617F tox: -2.2
  EP2 modulator: -17.6
  Calpain2 inh: 14.0
  zfTRPN1 agonist: -1.5
  PERK inhibitor: 0.1
  S1P4 agonist: 0.2
  S1P4 antagonist: 0.1

Compound activity deposited in PubChem BioAssay by several laboratories.
